Screens as filed in PubChem.
NCI-60 one-dose screen, 48 h, at 10 µM unless noted. Numbers give growth in % (100 = growth as untreated, 0 = no growth, -100 = all killed).
HL-60(TB) – HL-60(TB) leukemia cells; 78,000 tested, 9% active; AID 1794776; active means growth percent below 10
Starred values were filed as active, the others as inactive. A portion of the library; count on the stated rates, not on these rows.

SMILES	HL-60(TB)
O=c1cc(CSc2nnc(SCc3cc(=O)oc4c3ccc3ccccc34)o2)c2ccc3ccccc3c2o1	97.8
O=C(O)/C(=C/c1cccc(Cl)c1)c1ccc(Cl)cc1	101.8
CC1CCCc2c1nc1nc(=S)[nH]c(N)c1c2-c1ccc(Cl)cc1 (stereo unspecified)	91.7
Cc1cccc(Cl)c1NC(=O)Nc1nnc2c3c4c(sc3ncn12)CCCC4	80.5
Cc1cc2c(cc1-c1cc(/C=C/C(=O)O)ccc1C(F)(F)F)C(C)(C)CCC2(C)C	64.8
Cc1ccc(Cl)cc1N1CCN(CCCNC(=O)C2CCN(c3nc4ccccc4[nH]3)CC2)CC1	108.6
COc1cc(C2SCC(=O)N2c2ccc(C)cc2)ccc1OCC(=O)Nc1ccc(C(C)=O)cc1 (stereo unspecified)	116.3
COc1ccc(-c2nc3cc(Cl)c(Cl)cc3n2CC(=O)N=Nc2c(O)[nH]c3ccc(Cl)cc23)cc1	59.7
CC1(C)C(N)=Nc2cc(OCCCN3Cc4ccccc4C3)c(OCC3CC3)cc21	36.2
Cc1c(Cn2cc(COc3ccc(Br)cc3)nn2)c(C)c(Cn2cc(COc3ccc(Br)cc3)nn2)c(C)c1Cn1cc(COc2ccc(Br)cc2)nn1	89.8
CC(=O)OC1=Cc2sc3[nH]c(=S)n(-c4ccccc4)c(=O)c3c2CC1	100.0
Cc1cc(C)cc(C(C)C)c1	108.2
COc1ccc(/C=N\NC(=O)OC(C)(C)C)c(OC)c1OC	102.2
CCCCCC(=O)C(=O)c1ccc(O)cc1O	81.9
Cc1cccc(-n2c(SCC(=O)Nc3ccc(S(=O)(=O)Nc4nccc(C)n4)cc3)nc3ccccc3c2=O)c1	105.3
O=C(CCN1C(=O)CCC1=O)Nc1ncc(Cc2ccc(F)cc2)s1	99.2
O=c1cc(Cn2cc(CSc3nc4cc(Cl)ccc4o3)nn2)c2ccc3ccccc3c2o1	128.6
O=C(Nc1ccccc1OC(=O)c1ccccc1)c1ccccc1	0.3*
O=C(N/N=C/C[C@@H]1[C@@H](CO)[C@H](O)C[C@@H]1O)c1ccncc1	75.1
O=C(O)c1cc(Br)c(Br)s1	97.3
CCOC(=O)c1cc(C(=O)c2ccc(F)cc2F)n2ccccc12	96.4
COc1cc(C2C3=C(COC3=O)N(CCO)c3cc4c(cc32)OCCO4)cc(OC)c1O (stereo unspecified)	-9.0*
Nc1nc(S)cc(=O)[nH]1	96.9
C1CCC2(CC1)OOCNCOO2	71.7
Clc1ccc(-c2cnc(Cl)nc2NC2CCCCCC2)c(Cl)n1	85.3
O=C1Nc2ccc(Cl)cc2/C1=c1/sc2nc3ccccc3n2c1=O	105.9
CCOC(=O)c1cn(CCN2CCOCC2)c2nc(NCc3ccc(OC)c(OC)c3)nn2c1=O	100.3
Cc1ccc(-c2nc3nc4sc(C)c(C)c4c(=O)n3[nH]2)cc1	96.4
CCCCN(CCCC)CCc1ccc(O)cc1	91.2
CCC(C)/C=C(\C)C(O)Cc1cc(O)cc(=O)o1 (stereo unspecified)	109.0

Ordered by molecular weight (high to low): part of the list above
SMILES	HL-60(TB)
CCOC(=O)c1cn(CCN2CCOCC2)c2nc(NCc3ccc(OC)c(OC)c3)nn2c1=O	100.3
Clc1ccc(-c2cnc(Cl)nc2NC2CCCCCC2)c(Cl)n1	85.3
O=C1Nc2ccc(Cl)cc2/C1=c1/sc2nc3ccccc3n2c1=O	105.9
C1CCC2(CC1)OOCNCOO2	71.7

The listing picks up, starting 2 compounds before the break.
SMILES	HL-60(TB)
CCCCN(CCCC)CCc1ccc(O)cc1	91.2
CCC(C)/C=C(\C)C(O)Cc1cc(O)cc(=O)o1 (stereo unspecified)	109.0
O=C(c1cccnc1)N(Cc1ccccc1)C(=O)c1cccnc1	112.7
NC(=O)N1N=C(c2ccc(Cl)cc2)CC1c1cn(-c2ccccc2)nc1-c1ccc(Cl)cc1 (stereo unspecified)	80.9
NS(=O)(=O)c1ccc(NC(=O)c2ccc(Cc3n[nH]c(=O)c4cccnc34)cc2)cc1	101.9
Cc1nnc2c(C#N)c(-c3cccn3C)cc(-c3ccc(Br)cc3)n12	90.8
COc1cc(C2C3CSCN3[C@@]3(C(=O)Nc4ccccc43)C2C(=O)c2nc3ccccc3[nH]2)cc(OC)c1OC (stereo partly specified)	102.7
N#CC1=C(N)Oc2c(sc3c(F)cccc23)C1c1ccc(Cl)cc1 (stereo unspecified)	-6.1*
COc1ccc(/C(C)=N/N=C2C(=O)Nc3ccc(OC(F)(F)F)cc32)cc1S(N)(=O)=O	87.9
CC12NCC(Cn3c1cc1ccccc1c3=O)O2 (stereo unspecified)	101.4
O=C(C(=O)N1CCOCC1)c1ccc(O[C@@H]2O[C@H](CO)[C@H](O)[C@H](O)[C@H]2O)cc1	118.8
CCOC(=O)C1=C(C)NC(=O)NC1c1ccc(OCc2cn(-c3ccc(C(C)=O)cc3)nn2)cc1 (stereo unspecified)	97.9
COC(=O)[C@H]1[C@H]2C[C@@H]3c4[nH]c5cc(OC)ccc5c4CCN3C[C@H]2C[C@@H](OC(=O)/C=C/c2cc(OC)c(OC)c(OC)c2)[C@@H]1OC	-40.1*
COc1cc(/C=N/N2CCCCCC2)cc(I)c1O	92.5
O=P(NC1CCCCC1)(c1ccccc1)c1ccccc1	95.3
CC(=O)Nc1ccc(Cc2ccc(NC(C)=O)cc2)cc1	49.1
O=c1cc(N/N=C/c2ccccc2)c2cc(Cl)ccc2[nH]1	86.2
C#CCOc1ccc(CNC(=O)/C=C/c2ccccc2)cc1OC	88.2
ClCCOCCSC1=NCCN1	100.0
NS(=O)(=O)c1cccc(Nc2nc(SCC(=O)c3ccc(Cl)cc3)nc3c2CCC3)c1	110.6
CCCCCCCCSCCCC(=O)O	82.1
CCOC(=O)/C=C(/C)N	102.0
C#Cc1cc(C(=O)Nc2ccc(CNCCN3CCOCC3)c(C(F)(F)F)c2)ccc1C	86.0
O=C(OCC1OC(n2cc(C(F)(F)F)c(=O)[nH]c2=O)CC1OC(=O)c1ccc([N+](=O)[O-])cc1)c1ccc([N+](=O)[O-])cc1 (stereo unspecified)	62.7
CC1=C(C(=O)OCC2CCN(C(=O)OC(C)(C)C)CC2)[C@H](c2cccc(C#N)c2)C2=C(CC(C)(C)CC2=O)N1	27.5
CC1CC(NC(=S)N(C)C)CC(C)(C)C1 (stereo unspecified)	72.8
C[C@@H](C(=O)NCCCC#Cc1cnc(Nc2ccc(C#N)cc2)nc1NC1CC1)N(C)C(=O)/C=C/CN(C)C	42.6
CCCCCCCCCCCC(=O)Nc1ccccc1	100.8
COc1cccc(Nc2nc(SC)nc(-c3cccc([N+](=O)[O-])c3)c2C#N)c1	112.4
Clc1nc(Cl)c2ncn(CC#CCn3cnc4c(Cl)nc(Cl)nc43)c2n1	-58.3*
O=C(O)c1ccc(-n2cc(C(c3oc(CO)cc(=O)c3O)c3oc(CO)cc(=O)c3O)c(-c3ccc(F)c(F)c3)n2)cc1	114.8
COC(=O)c1ccc(NC(=O)CSc2nc3ccccc3c(=O)n2-c2ccccc2)cc1	93.2

Gathered by group, the compounds so far containing a nitro group on carbon.
SMILES	HL-60(TB)
O=C(OCC1OC(n2cc(C(F)(F)F)c(=O)[nH]c2=O)CC1OC(=O)c1ccc([N+](=O)[O-])cc1)c1ccc([N+](=O)[O-])cc1 (stereo unspecified)	62.7
COc1cccc(Nc2nc(SC)nc(-c3cccc([N+](=O)[O-])c3)c2C#N)c1	112.4

The list goes on.
SMILES	HL-60(TB)
O=C1c2ccccc2C(=O)N1CCCCCCN1C(=O)c2ccccc2C1=O	109.7
COc1ccc(-c2nc3cc(C)ccc3n2CC(=O)N=Nc2c(O)[nH]c3ccc(OC)cc23)cc1	-62.1*
O=C(O)CNC(=O)OCc1ccccc1	90.4
COC(=O)CCCNC(=O)C(c1ccc(O)c(O)c1O)N(C(=O)c1cc(O)c(O)c(O)c1)c1ccc(Cl)cc1 (stereo unspecified)	91.8
COc1ccc(/C=C/C(=O)/C=C(/C=C/c2ccc(OC)c(OCc3ccccc3)c2)OB(F)F)cc1OCc1ccccc1	87.0
COc1ccc(Cl)cc1/C=C/C=Nc1ccccc1O	50.6
O=Cc1cccn(-c2ccccc2C(=O)O)c1=S	85.3
FC(F)(F)Oc1ccc2c(c1)CC1C[C@@H](c3cccc4ccccc34)N2O1 (stereo partly specified)	80.7
COc1ccc(NP2(=O)OCC(C)(N)CO2)cc1 (stereo unspecified)	95.0
Nc1c(C(=O)c2ccc(Br)cc2)oc2nc(-c3cnccn3)cc(-c3cccs3)c12	100.1
CC(C)=CCO[C@H]1Cc2cc3ccc(=O)oc3cc2OC1(C)C	98.8
Cc1ccc(-n2c(-c3cc4ccccc4nc3Cl)noc2=O)c(C)c1	92.7
Cc1ccc(C)c(NC2=C(Cl)C(=O)c3nc(C)ccc3C2=O)c1	-25.8*
Cc1ccc(C(C)C)c(OCC(CC(C)(C(=O)OC2C(O)C(C(C)C)C=CC2(C)C)C(C)C)C2=CC(O)C(C(C)C)CC2)c1 (stereo unspecified)	106.9
O=C(Nc1ccc(OCc2ccccn2)c(Cl)c1)c1cccnc1	101.3
COc1ccc(C2CC(=O)Nc3c2c(C)nn3-c2ccccc2)cc1 (stereo unspecified)	53.0
CC(=O)c1ccc(NC(=O)Nc2ccc(C(C)=O)cc2)cc1	100.7
COc1cc2c(c(OC)c1OC)C(=O)CC(c1cccc(NC(=O)[C@@H](N)C(C)C)c1)O2 (stereo partly specified)	104.0
S=C(Nc1ccccc1)Nc1nccs1	72.7
CN1C(=O)N(C)C2Nn3c(s/c(=C\c4ccccc4F)c3=O)=NC21 (stereo unspecified)	37.8
Cc1ccc(S(=O)(=O)Nc2c(C)cccc2C)cc1	92.2
COc1ccc(S(=O)(=O)NCCCNc2cc(-c3cn(C(C)(C)C)nc3-c3ccccc3)ccn2)cc1	38.6
O=C1OC(c2ccccc2)Sc2ccccc21 (stereo unspecified)	108.1
O=C(Nc1ccc(-c2nc(-c3cccc(OCCN4CCOCC4)c3)c(-c3ccnc(Br)c3)[nH]2)cc1)Oc1ccccc1	86.4
Cc1nc2c(nnn2-c2ccccc2)c2nc(-c3ccc([N+](=O)[O-])cc3)oc(=O)c12	106.5
Nc1cc(S(=O)(=O)O)ccc1O	113.2
Cc1cc2c(-c3nc4ccccn4c3NC34CC5CC(CC(C5)C3)C4)c(O)c(O)cc2c(O)c1-c1c(C)cc2c(-c3nc4ccccn4c3NC34CC5CC(CC(C5)C3)C4)c(O)c(O)cc2c1O	5.0*
CCOC(=O)c1cn(CCN2CCCCC2)c2nc(NCc3ccc(OC)c(OC)c3)nn2c1=O	99.0
CN1CCN(Cc2ccc(NC(=O)c3cncc(C#Cc4cnc5ccc(OCC6COC6)nn45)c3)cc2C(F)(F)F)CC1	-42.8*
CCCCCCCCCCCC[N+]1(CCCCCCCCCCCC)CCCC(C)C1 (stereo unspecified)	-79.5*
O=C1CCC(N2Cc3c(C#CCCCNC(=O)c4cc5c(o4)C(=O)c4ccccc4C5=O)cccc3C2=O)C(=O)N1 (stereo unspecified)	-1.3*
Cc1c(/C=C/C(=O)c2ccc3ccccc3c2)[n+]([O-])c2cc(F)ccc2[n+]1[O-]	87.0
C[N+](C)(C)CCOc1ccccc1	101.5
N[C@H]1CCC[C@@H](O)C1O (stereo partly specified)	102.4
Cc1ccc(-c2ccnc3c2c(-c2ccc(Cl)cc2)nn3-c2ccccc2)cc1	101.4
C=CCSc1nc(-c2cc(OC)ccc2OC)cc(-c2ccccc2)c1C#N	92.5
CCCC1OP(=O)(N(CCOC(C)=O)CCOC(C)=O)OCC1CC (stereo unspecified)	101.2
CNC1=C([N+](=O)[O-])C(c2ccccc2Cl)C(C#N)=C(c2cccs2)O1 (stereo unspecified)	104.9
O=C(NCCc1c[nH]c2ccccc12)C1CCN(S(=O)(=O)c2ccc3ccccc3c2)CC1	65.4
Oc1ccc(O)c2c1CN(Cc1ccccc1)C(=S)N(Cc1ccccc1)C2	102.2
O=C(O)/C=C\c1c[nH]c2nccnc12	96.5
NC(=S)c1ccc2ccccc2c1	109.1
CC(=O)c1nnn(C(C)C(N)=O)c1C (stereo unspecified)	94.4
CCCCCCCCCCCCCCCCCCOCC(COCCOCC[N+]1(CCCCCC(=O)[O-])CCCC1)Oc1ncccn1 (stereo unspecified)	-32.2*
COc1cc(-c2nnc(SCC(=O)Nc3ccc(C(C)=O)cc3)o2)cc(OC)c1OC	79.6
O=C(c1nc2ccccc2[nH]1)C1C(c2ccccc2)C2CSCN2[C@@]12C(=O)Nc1ccccc12 (stereo partly specified)	101.4
c1ccc(C2Cc3ccccc3C2=NC2CCCCC2)cc1 (stereo unspecified)	98.2
O=S(=O)(O)c1cc(N=Nc2ccc(O)c3ccccc23)ccc1/C=C/c1ccc(N=Nc2ccc(O)c3ccccc23)cc1S(=O)(=O)O	105.5
NC(=O)c1ccc[n+](Cc2ccc(Cl)cc2Cl)c1	73.1
Cc1sc2nc3ncc(-c4ccc(Cl)cc4)nn3c(=O)c2c1C	105.5
Nc1c(C(=O)Nc2ccc(Cl)cc2)cnn1-c1ccc(S(N)(=O)=O)cc1	104.3
Cn1c(=O)c2[nH]c(CCCCCC(=O)O)nc2n(C)c1=O	97.4
O=[N+]([O-])c1ccc2c(c1)-c1ccccc1C2	96.2
Cc1ccc(S(=O)(=O)NCCSc2nc(-c3ccc(F)cc3)c(C#N)c(=O)[nH]2)cc1	103.8
CN(C)C(=O)Oc1ccccc1-c1ccccc1	99.7
COc1ccc(C(Cc2ccccc2)NCCCCO)cc1 (stereo unspecified)	74.6
CCOC(=O)c1cc2c([nH]1)-c1oncc1CC2	106.1
COc1ccc(Nc2ccn(CCC(=O)NCCC(C)C)c(=O)c2)cc1	105.7
COc1cccc(-c2nc(-c3ccc(NS(C)(=O)=O)cc3)[nH]c2-c2ccnc(Br)c2)c1	40.4
Nc1ccc(NCc2c(-c3ccccc3)no[n+]2[O-])cc1	95.5
COc1ccc2c(c1)C(CC(=O)NN)CCC2 (stereo unspecified)	113.1
O=[N+]([O-])c1ccccc1SNc1ccccc1	92.1
N#CCC(=O)NCc1ccncc1	104.9

3 records picked at random from the list so far, as already listed:
SMILES	HL-60(TB)
Cn1c(=O)c2[nH]c(CCCCCC(=O)O)nc2n(C)c1=O	97.4
N#CCC(=O)NCc1ccncc1	104.9
Cc1ccc(S(=O)(=O)NCCSc2nc(-c3ccc(F)cc3)c(C#N)c(=O)[nH]2)cc1	103.8
